GPR151 ag: activators of human GPR151, primary screen, cell-based, PathHunter beta-arrestin, luminescence. G-protein coupled receptor 151 (Homo sapiens), Q8TDV0. PathHunter beta-arrestin GPR151 cells. activation, % at 11.2 µM. actives 1% (n = 650,000). AID 1508602, 2020; in the data active = activation above about 4.9%;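 note: 0% = median of compound wells and 100% = cells with positive control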
Target sequence (Q8TDV0 whole entry, looked up): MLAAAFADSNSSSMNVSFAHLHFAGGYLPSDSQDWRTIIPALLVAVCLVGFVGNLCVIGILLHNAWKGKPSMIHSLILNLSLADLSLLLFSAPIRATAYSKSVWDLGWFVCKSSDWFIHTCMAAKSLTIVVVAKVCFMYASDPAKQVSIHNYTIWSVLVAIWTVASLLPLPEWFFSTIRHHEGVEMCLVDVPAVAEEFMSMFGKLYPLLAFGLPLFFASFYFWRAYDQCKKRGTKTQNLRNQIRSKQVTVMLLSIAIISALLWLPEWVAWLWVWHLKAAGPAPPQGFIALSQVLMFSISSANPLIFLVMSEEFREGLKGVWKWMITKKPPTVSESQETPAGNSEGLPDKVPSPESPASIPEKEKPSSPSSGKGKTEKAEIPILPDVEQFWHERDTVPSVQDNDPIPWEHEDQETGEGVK
FBW7 act: FBW7 E3 ligase activators, primary screen, biochemical, AlphaScreen, human | F-box/WD repeat-containing protein 7 (Homo sapiens), Q969H0 | AlphaScreen FBW7–phospho-cyclin E peptide binding, activator screen | normalized activity (activation), % at 26.1 µM | actives 0.13% (n = 650,000) | AID 1259310, 2017; in the data active = normalized activity above about 1.9%;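 note: purified mutant Fbw7 with reduced substrate affinity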
MITF inh: MITF inhibitors, primary screen, biochemical, AlphaScreen, human. Microphthalmia-associated transcription factor (Homo sapiens), O75030. AlphaScreen MITF homodimerization, bead proximity signal. inhibition, % at 2.6 µM. actives 0.91% (n = 650,000); in the data active = inhibition above about 50%;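 note: 0% = vehicle wells with protein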
Target sequence (O75030 whole entry, looked up): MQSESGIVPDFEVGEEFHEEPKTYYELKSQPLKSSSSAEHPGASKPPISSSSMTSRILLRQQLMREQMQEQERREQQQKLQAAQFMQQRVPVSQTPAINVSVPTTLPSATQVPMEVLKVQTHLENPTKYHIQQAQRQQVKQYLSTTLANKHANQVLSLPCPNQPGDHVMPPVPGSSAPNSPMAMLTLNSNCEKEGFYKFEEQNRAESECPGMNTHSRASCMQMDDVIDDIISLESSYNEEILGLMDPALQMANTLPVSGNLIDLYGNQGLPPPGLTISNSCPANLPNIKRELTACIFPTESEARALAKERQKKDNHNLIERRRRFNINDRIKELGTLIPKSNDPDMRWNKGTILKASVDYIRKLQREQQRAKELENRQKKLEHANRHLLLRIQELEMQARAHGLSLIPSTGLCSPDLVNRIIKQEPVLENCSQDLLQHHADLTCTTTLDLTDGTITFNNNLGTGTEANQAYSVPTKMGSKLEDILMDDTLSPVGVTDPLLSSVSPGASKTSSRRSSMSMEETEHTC
TEAD-YAP inh: TEAD-YAP interaction inhibition, primary screen, TEAD-YAP interaction inhibitor project, luminescence, HEK-TIYL cells. AID 1259422, 2018. actives 1.4% (n = 640,000). TEAD-Gal4/YAP UAS-luciferase luminescence. inhibition, % at 9.12 µM; in the data active = inhibition above about 32%;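 note: 0% = median of test compound wells and 100% = reference inhibitor wells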
* = called active by the depositor.

SMILES | GPR151 ag | FBW7 act | MITF inh | TEAD-YAP inh
CCOC(=O)C1CCCN(c2nc3c(C)cc(C)cc3s2)C1 (stereo not given) | -0.8 | 0.0 | 12.3 | 0.0
COc1cccc(NC(=O)Nc2nnc(Cc3cccc(Br)c3)s2)c1 | 4.5 | 0.0 | 15.0 | -8.8
COc1cccc(N/C(SCc2cccc(F)c2)=C(/C#N)C(N)=O)c1 | -1.7 | 0.0 | -1.3 | 10.5
O=S(=O)(c1ccc(-c2csc(Nc3ccc(Br)cc3)n2)cc1)N1CCCCC1 | 1.7 | -0.2 | -0.7 | -28.3
NS(=O)(=O)c1cccc(NC(=O)COC(=O)CCN2C(=O)c3ccccc3C2=O)c1 | -1.6 | 0.1 | 6.6 | 0.1
Cn1nc(C(=O)Nc2cc(C(F)(F)F)ccc2-n2cncn2)c2ccccc2c1=O | -0.1 | 0.1 | -13.8 | 4.8
Cc1noc(C)c1CN1C(=O)C(C)Oc2ccc(C(F)(F)F)cc21 (stereo not given) | 0.0 | -0.1 | -16.2 | 7.9
CCCn1nnc(NC(=O)c2ccc(-c3ccc(Cl)cc3)o2)n1 | -1.6 | 1.1 | 17.8 | -36.5
COc1ccc(OCC(=O)Nc2ccc(S(=O)(=O)Nc3nc(C)cc(C)n3)cc2)cc1 | 0.6 | 0.0 | 3.7 | 1.4
Cc1cc(C)c(C(=O)Nn2c(-c3cccc(Cl)c3)nc3ccccc3c2=O)cc1C | -0.4 | 0.1 | 3.8 | -3.8
COCCN1C(=O)CC(CC(=O)N2CCCC(C(C)=O)C2)(c2ccccc2F)C1=O (stereo not given) | -0.9 | -0.1 | -0.5 | 7.1
COc1cc(C2C(=O)N(C3CCCCCC3)CC(=O)N2Cc2ccc(F)cc2)ccc1OC(C)C (stereo not given) | 0.6 | 0.0 | -3.7 | -11.4
CC(C)CC(=O)Nc1c2c(nn1C(C)(C)C)CS(=O)C2 (stereo not given) | 2.1 | 0.3 | 12.1 | 13.6
O=C(NC1CC1)c1ccc2c(c1)N(Cc1ccccc1)C(=O)c1ccccc1S2=O (stereo not given) | -0.9 | 0.6 | 4.4 | 1.1
CC1=C(CCN2CCc3nnc(C(C)NC(=O)C(C)C)n3CC2)C(C)(C)CCC1 (stereo not given) | -0.4 | 0.0 | 8.2 | 8.0
O=[N+]([O-])c1ccc(S(=O)(=O)NCc2ccc(Cl)cc2Cl)cc1 | 4.4 | 0.1 | 3.9 | -6.1
CCCn1nnnc1NC(=O)c1ccc(OCC)c(Cl)c1 | 0.0 | -0.2 | -4.4 | 12.7
CCNc1nc(Cl)nc(NNC(=O)C(C)Oc2ccccc2)n1 (stereo not given) | 1.7 | 0.1 | 16.6 | 6.3
O=C1N=C(N2CCN(Cc3ccc(F)cc3)CC2)S/C1=C\c1cccc(O)c1 | 1.6 | 0.2 | 12.0 | 1.6
C=C(C)CSc1nc2sc3c(c2c(=O)n1-c1ccccc1)CCC3 | 0.5 | 0.2 | 3.4 | 4.4
O=P(NC1CCS(=O)(=O)C1)(NC1CCS(=O)(=O)C1)NC1CCS(=O)(=O)C1 (stereo not given) | -0.5 | 0.3 | 4.7 | 3.2
C=C(C)CN(CC)C(=O)CC1(c2ccccc2C)CC(=O)N(Cc2ccncc2)C1=O (stereo not given) | -0.4 | 0.0 | 14.9 | 2.1
CCOC(=O)C1=C(C)NC2=C(C(=O)C(C(=O)OCC)C(c3ccc(OC)cc3)C2)C1c1ccc(N(CC)CC)cc1 (stereo not given) | -1.5 | 0.2 | 14.8 | 3.1
CCCC1=NN2C(=N)/C(=C/c3cc(I)c(OCCOc4cccc(OC)c4)c(OC)c3)C(=O)N=C2S1 | 0.2 | -0.2 | -10.2 | -8.2
C=CCn1c(SCC(=O)Nc2ccccc2)nc(O)cc1=O | -0.9 | 0.0 | -4.3 | 0.8
O=C1NC(=O)/C(=C\c2cccs2)N1 | -1.4 | -0.1 | -13.2 | -8.4
Nc1ccccc1C(=O)OCC(=O)Nc1ccc2c(c1)OCO2 | -0.9 | 0.3 | 0.9 | -31.9
COc1cc2c(cc1NC(=O)COc1ccc(Cl)cc1C1CCCCC1)oc1ccccc12 | -0.3 | 0.6 | 12.5 | 1.2
COc1ccc(C(C)=O)cc1CSCCC#N | 0.4 | 0.1 | 11.4 | 16.4
CS(=O)(=O)Nc1cccc(C2=NN3C(C2)c2ccccc2OC3c2ccc(F)cc2)c1 (stereo not given) | -1.7 | 0.7 | 7.7 | -18.1
O=C(Nc1ccc(Cl)cn1)c1ccc(I)cc1 | -1.7 | 0.8 | 6.5 | -2.0
CC(=O)NC1=NC(=O)/C(=C\c2ccc(C)o2)S1 | 0.9 | -0.1 | 14.7 | -6.0
CCn1c(SCc2nc(N)nc(Nc3ccccc3C)n2)nnc1-c1cccs1 | 1.5 | 0.3 | 16.5 | 0.1
Cc1ccc(NC(NC(=O)c2ccccc2)C(=O)c2ccccc2)cc1C (stereo not given) | -0.6 | 1.6 | 13.7 | 0.6
Cc1ccc(CN2CCc3nnc(CCNC(=O)C4CCCCC4)n3CC2)o1 | -0.1 | 0.1 | 8.7 | -6.4
O=C(O)C1Cc2c([nH]c3ccccc23)C(c2cccc(C(F)(F)F)c2)N1 (stereo not given) | 2.9 | 0.0 | -2.6 | 3.4

2 records drawn at random from those above, as already listed:
SMILES | GPR151 ag | FBW7 act | MITF inh | TEAD-YAP inh
COc1ccc(C(C)=O)cc1CSCCC#N | 0.4 | 0.1 | 11.4 | 16.4
Cc1ccc(CN2CCc3nnc(CCNC(=O)C4CCCCC4)n3CC2)o1 | -0.1 | 0.1 | 8.7 | -6.4

Additional entries
SMILES | GPR151 ag | FBW7 act | MITF inh | TEAD-YAP inh
COc1ccc(C2C(C#N)=C(N)Oc3cc(C)n(CCc4ccccc4)c(=O)c32)c(OC)c1 (stereo not given) | -0.7 | 0.0 | 9.3 | 11.8
Cc1cc(=O)oc2c(C)c(O)c(C(=O)c3ccccc3)cc12 | -0.8 | -0.1 | -8.9 | 2.8
COc1ccc(Nc2nc(N3CCOCC3)nc3ccccc23)c(OC)c1 | 0.0 | 0.3 | 16.9 | -3.0
COc1ccccc1NC(=O)CCCOc1cc(C)ccc1C | 1.4 | 0.6 | 18.3 | -4.6
Cc1cc(OCCN2CCOCC2)nc(N2CCOCC2)n1 | 1.1 | 0.1 | 5.6 | -3.6
COCCNc1c([N+](=O)[O-])c(=O)n(C)c2ccccc12 | -1.4 | 0.4 | 20.5 | 9.7
Cc1nc(N(C)c2ccc(C(C)C)cc2)c2c(C)c(C(=O)Nc3cccc(C(F)(F)F)c3)sc2n1 | 3.1 | 0.0 | -15.7 | 7.4
CCN(CC)S(=O)(=O)c1ccc(-c2csc(=Nc3ccc(F)cc3)n2CCc2ccc(OC)cc2)cc1 | -0.1 | 0.1 | 15.6 | -2.5
CCOC(=O)C1=C(C)N=c2s/c(=C/c3cc4c(cc3Br)OCO4)c(=O)n2C1c1cc(OC)ccc1OC (stereo not given) | -0.5 | 0.0 | 8.2 | 1.5
CC(C)c1ccc(/C=C2N=C(/C=C/c3cccc(Cl)c3Cl)OC\2=O)cc1 | 3.2 | 0.7 | -0.2 | -0.8
CCCn1c(=NC(=O)CN2C(=O)CCC2=O)sc2cc(F)ccc21 | -1.0 | 0.1 | 0.5 | -3.0
CCC(CC)C(=O)Nc1c2c(nn1-c1cccc(Cl)c1)CSC2 | 2.8 | 0.0 | -2.1 | 7.0
Cc1c(-c2cccc(NC(=O)c3c(F)cccc3F)c2)nc2ncccn12 | -0.5 | 1.0 | 23.4 | -7.5
COc1ccc(NC(=O)CCCCCn2c(SCc3cccc([N+](=O)[O-])c3)nc3ccsc3c2=O)cc1 | -0.5 | 0.1 | -2.1 | 3.5
CSc1nnc(CNC(=O)c2ccc(Cl)c([N+](=O)[O-])c2)n1-c1ccc(F)cc1 | -0.4 | -0.1 | 1.3 | 0.3
Oc1oc(-c2ccc(Br)cc2)nc1C=Nc1ccc(F)cc1 | -1.1 | -0.1 | -18.7 | 2.5
Cc1ccc(C(=O)c2sc3nc(C)cc(-c4ccc(C)o4)c3c2N)cc1 | -0.2 | -0.3 | -6.1 | 7.0
O=C(CCC1(Cc2ccc(Cl)cc2)CCC(=O)N1)NCC(F)(F)F (stereo not given) | 0.0 | 0.3 | 5.0 | 15.2
CN1CCN(C(c2ccc(N(C)C)cc2)c2nnnn2C2CCCCC2)CC1 (stereo not given) | 0.3 | 0.2 | 12.1 | -19.1
O=C(O)CNc1nc(-c2ccccc2)nc2ccccc12 | 1.1 | 0.1 | 12.8 | -5.2
COc1ccc(S(=O)(=O)N(CC(=O)Nc2ccc(C(C)C)cc2)c2ccc(C)cc2)cc1 | 0.8 | -0.1 | -5.3 | -4.2
COc1cccc(/C=C2\CN(C)C/C(=C\c3cccc(OC)c3)C2=O)c1 | -0.2 | 0.1 | -24.8 | 7.1
CCCNC(=O)c1ccc(OC)cc1OC | 0.7 | 0.1 | 1.4 | -4.5
Cc1oc(C)c(S(=O)(=O)N(C)C)c1C(=O)Nc1ccccc1F | 1.6 | 0.1 | -5.8 | -4.0
Cc1ccc2nc(C3CCCCN3C(=O)c3ccc(-n4cnnn4)cc3)[nH]c2c1 (stereo not given) | -1.3 | 0.1 | 0.3 | -12.7
O=C(CCSc1ccccn1)c1ccccc1 | -2.5 | 0.0 | -9.6 | 2.8
CN(CCO)C(=O)c1ccc2c(c1)C(=O)c1ccccc1-2 | -0.2 | 0.1 | 0.5 | -18.3
N#Cc1c(-c2cccs2)cc(-c2cccs2)[nH]c1=S | -1.1 | -0.1 | 0.1 | 7.2
CC1=C(C(=O)OCc2ccc(C)cc2)C(c2ccccc2[N+](=O)[O-])CC(=O)N1 (stereo not given) | 1.8 | 0.1 | 8.6 | -2.6
CCCNc1cc(-c2ccc(C(=O)NC3CC3)cc2)ncn1 | -0.3 | -0.1 | 3.0 | -17.2
OCCNc1nc(CN2CCOCC2)nc2scc(-c3ccccc3)c12 | -0.2 | 0.8 | 8.3 | 2.3
CCOc1cccc(C(=O)NC(=S)Nc2ccc(I)c(C)n2)c1 | -1.6 | -0.2 | -15.7 | 1.4
O=C1NC(=S)N/C1=C\c1cc(Cl)ccc1O | -0.3 | 0.1 | 12.8 | -9.8
COC(=O)C1=C(C)OC(N)=C(C#N)C1c1cccc([N+](=O)[O-])c1 (stereo not given) | -0.7 | 0.1 | 12.6 | 11.1
CCn1ccnc1CN1CCN(Cc2ccc(F)cc2)C(CCO)C1 (stereo not given) | 13.3* | -0.1 | -0.7 | -4.7
CCOC(=O)c1c(NC(=O)c2ccco2)sc2c1CC(C)CC2 (stereo not given) | 1.3 | 0.1 | 9.5 | 10.8

Of the compounds above, these contain a cyano group.
SMILES | GPR151 ag | FBW7 act | MITF inh | TEAD-YAP inh
COc1cccc(N/C(SCc2cccc(F)c2)=C(/C#N)C(N)=O)c1 | -1.7 | 0.0 | -1.3 | 10.5
COc1ccc(C(C)=O)cc1CSCCC#N | 0.4 | 0.1 | 11.4 | 16.4
COc1ccc(C2C(C#N)=C(N)Oc3cc(C)n(CCc4ccccc4)c(=O)c32)c(OC)c1 (stereo not given) | -0.7 | 0.0 | 9.3 | 11.8
N#Cc1c(-c2cccs2)cc(-c2cccs2)[nH]c1=S | -1.1 | -0.1 | 0.1 | 7.2
COC(=O)C1=C(C)OC(N)=C(C#N)C1c1cccc([N+](=O)[O-])c1 (stereo not given) | -0.7 | 0.1 | 12.6 | 11.1

(more compounds)
SMILES | GPR151 ag | FBW7 act | MITF inh | TEAD-YAP inh
CC(=O)c1c(C)[nH]c(C(=O)COC(=O)CCN2C(=O)c3cccc([N+](=O)[O-])c3C2=O)c1C | -1.9 | 0.0 | 23.9 | -11.1
CCOC(=O)c1ccc(N2C(=O)CC(N3CCN(c4ccc(F)cc4)CC3)C2=O)cc1 (stereo not given) | -0.1 | -0.1 | -1.2 | -17.2
CCOC(=O)N/N=C/C(Cl)=C/c1ccccc1 | -1.0 | -0.1 | 6.6 | -20.5
CCOC(=O)c1sc2nc(C)nc(Cl)c2c1C | -1.2 | 0.2 | 8.3 | -4.9
Oc1ccc(Cl)cc1CNc1cccc2cccnc12 | -1.1 | -1.5 | 8.6 | 1.8
CCOc1ccc(C(c2sc3nc(C)nn3c2O)N2CCN(C(C)=O)CC2)cc1OC (stereo not given) | -1.5 | 1.1 | 1.8 | 5.4
CNC(=O)c1sc(-c2cccs2)nc1C | 1.2 | 0.2 | 14.6 | -14.3
COc1ccc(-n2nc(C(=O)Nc3nc4ccccc4s3)c3ccccc3c2=O)c(OC)c1 | -1.2 | -0.1 | -2.6 | -17.6
COCc1[nH]nc2c1C(c1cc(OC)ccc1OC)C(C#N)=C(N)O2 (stereo not given) | 0.4 | 0.0 | 1.5 | 8.5
COC(=O)Cn1ncc2c3oc(C)cc3n(C(C)C)c2c1=O | 0.7 | 1.1 | 0.3 | -3.6
CCOc1ccc(C2NC(=O)NC(C)=C2C(=O)OC2CCC(C)C(C)C2)cc1 (stereo not given) | 0.6 | 0.0 | -9.9 | -2.5
Cc1noc(C)c1CN1C(=O)C(C)Sc2ccccc21 (stereo not given) | 0.8 | -0.2 | 12.0 | -15.3
COc1ccc(CCN2C(=S)NC3c4cccc(OC)c4OC2(C)C3C(=O)Nc2ccc(C)cc2C)cc1OC (stereo not given) | -0.4 | 0.1 | 30.9 | 4.2
COc1ccc(/C=C/c2nc3ccccc3c(=O)[nH]2)cc1 | -4.0 | 0.0 | -2.5 | 26.4
